Kir21 inh = Kir2.1 (mouse) channel inhibition | P35561 | HEK293-Kir2.1, FluxOR thallium flux fluorescence; hits give low values | B-score at 10 µM | 0.85% of 310,000 active | AID 1672;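 active = fluorescence ratio B-score at or below minus 3 SD of library scores, with starting-brightness B-score within 2 SD, cut at about -4.2 in these data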;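 also: channel flux triggered by added potassium and thallium sulfate stimulus; B-score of peak minus minimum fluorescence over baseline after thallium stimulus; more negative B-score means stronger Kir2.1 block with less thallium influx; some compounds called inactive have numbers as strong as hits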
Target sequence (P35561 whole entry, looked up): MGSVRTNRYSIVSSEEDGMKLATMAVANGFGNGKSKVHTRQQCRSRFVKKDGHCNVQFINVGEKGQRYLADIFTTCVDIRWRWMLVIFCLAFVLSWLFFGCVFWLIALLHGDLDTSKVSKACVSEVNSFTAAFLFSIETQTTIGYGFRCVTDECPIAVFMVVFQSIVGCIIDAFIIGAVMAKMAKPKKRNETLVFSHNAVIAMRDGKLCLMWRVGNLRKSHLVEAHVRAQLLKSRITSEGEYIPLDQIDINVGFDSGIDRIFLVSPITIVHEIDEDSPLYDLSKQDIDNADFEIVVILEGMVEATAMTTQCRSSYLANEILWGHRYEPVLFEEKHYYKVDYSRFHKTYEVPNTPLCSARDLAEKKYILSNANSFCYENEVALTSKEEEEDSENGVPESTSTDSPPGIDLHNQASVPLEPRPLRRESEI
CHT inh = human CHT choline transport inhibition | Q9GZV3 | 0.86% of 310,000 active | AID 488975 | CHT-expressing cells, membrane potential dye, choline response; hits give low values | B-score at 10 µM;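 active = B-score over 3 SD under the library average, and starting fluorescence ratio not unusually high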;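 also: choline stimulus applied at its EC90 after an EC20 pre-addition; B-score computed on integrated fluorescence ratio after choline addition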
Target sequence (Q9GZV3 whole entry, looked up): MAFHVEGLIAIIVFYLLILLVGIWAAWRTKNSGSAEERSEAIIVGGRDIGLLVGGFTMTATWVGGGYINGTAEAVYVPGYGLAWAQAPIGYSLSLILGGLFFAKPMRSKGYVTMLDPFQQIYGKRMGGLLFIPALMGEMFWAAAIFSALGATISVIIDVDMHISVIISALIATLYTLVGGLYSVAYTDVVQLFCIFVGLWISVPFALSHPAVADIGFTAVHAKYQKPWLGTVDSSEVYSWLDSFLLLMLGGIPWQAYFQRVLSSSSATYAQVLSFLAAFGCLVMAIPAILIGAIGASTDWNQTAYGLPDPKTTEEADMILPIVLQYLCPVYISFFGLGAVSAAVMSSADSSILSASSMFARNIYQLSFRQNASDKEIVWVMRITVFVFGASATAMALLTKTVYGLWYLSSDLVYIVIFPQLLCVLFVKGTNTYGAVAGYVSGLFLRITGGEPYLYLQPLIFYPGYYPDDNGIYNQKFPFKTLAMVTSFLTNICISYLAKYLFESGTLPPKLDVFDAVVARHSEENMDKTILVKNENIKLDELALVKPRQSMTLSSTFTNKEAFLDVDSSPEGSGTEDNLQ
* = called active by the depositor.

For CCCCCn1c(=O)c(C(=O)Nc2nc(CC(=O)OCC)cs2)c(O)c2ccccc21 the results were Kir21 inh -1.3 and CHT inh inactive.
`O=C(O)c1ccccc1N=Nc1c(O)[nH]c(=O)[nH]c1=O` gave Kir21 inh 5.1 and CHT inh inactive.
`O=C1NC(=O)N(Cc2ccccc2)C(=O)/C1=C/N1CCCc2ccccc21` gave Kir21 inh -1.21 and CHT inh inactive.
`COc1c(/C=C2/C(=O)NC(=O)N(C)C2=O)c(CCN(C)C(=O)c2ccccc2)cc2c1OCO2` gave Kir21 inh -3.13 and CHT inh -6.54*.
Screening Cc1ccc(C2=NC(C)(C)N3C2C3c2ccc([N+](=O)[O-])cc2)cc1 (stereo unspecified) returned Kir21 inh 0.13 and CHT inh inactive.
For Cc1cc(OC(=O)CCCNC(=O)OC(C)(C)C)c2c3c(c(=O)oc2c1)CCC3 the results were Kir21 inh -0.03 and CHT inh inactive.
CCOC(=O)c1[nH]c2ccc(OC)cc2c1C(SCC(=O)O)c1ccc(C(F)(F)F)cc1 (stereo unspecified) was read as Kir21 inh 2.13 and CHT inh inactive.
Screening CN(C)CC1CSCCC1(O)c1ccc(Cl)cc1 (stereo unspecified) returned Kir21 inh 0.69 and CHT inh inactive.
`CC1CCCCN1CC(=O)c1ccc2cc[nH]c2c1` (stereo unspecified) gave Kir21 inh 1.5 and CHT inh inactive.
`CCCSc1nc(O)c(CC)c(=O)n1C(C)CC` (stereo unspecified) gave Kir21 inh -1.04 and CHT inh inactive.
`C[C@@H]1C2C[C@@]34COC(=O)C3=CC=C[C@H]4[C@@]13C[C@H](c1ccoc1)O[C@@H]3O2` gave CHT inh inactive.
Screening COC(=O)C(O)(c1ccc(NC(=O)c2cccs2)c(C)c1)C(F)(F)F (stereo unspecified) returned Kir21 inh -0.05 and CHT inh inactive.
For COc1ccc(Cl)cc1NC1=NCC(C)S1 (stereo unspecified) the results were Kir21 inh -0.98 and CHT inh inactive.
O=C1NC(=O)N(c2ccc3c(c2)OCO3)C(=O)/C1=C/c1cccs1 was read as Kir21 inh -0.9 and CHT inh inactive.
For Cc1ccc(S(=O)(=O)NP(=O)(Oc2ccccc2)Oc2ccccc2)cc1 the results were Kir21 inh -0.27 and CHT inh inactive.
`CCc1nn(CC(=O)N2CCC3(CC2)OCCO3)c(=O)c2cccn12` gave Kir21 inh -2.04 and CHT inh inactive.
`O=P(CN1CCN(c2ccccc2)CC1)(N1CCCCC1)N1CCCCC1` gave Kir21 inh -1.34 and CHT inh inactive.
`CCNC(=O)C1OC(n2cnc3c(N)ncnc32)C(O)C1O` (stereo unspecified) gave Kir21 inh -0.14 and CHT inh -6.74*.
Screening CC(=O)Nc1ccc(C(=O)C(Cc2ccccc2)N(C)C)cc1 (stereo unspecified) returned Kir21 inh -1.33 and CHT inh inactive.
Screening Nc1c(C(=O)NCc2ccco2)c2nc3ccccc3nc2n1CCN1CCCCC1 returned Kir21 inh -1.41 and CHT inh inactive.
Screening c1ccc(P(c2ccccn2)c2ccccn2)cc1 returned Kir21 inh 0.27 and CHT inh inactive.
Screening CCc1cccc(CC)c1NC(=S)N1CC2CC(C1)c1cccc(=O)n1C2 (stereo unspecified) returned Kir21 inh 0.65 and CHT inh inactive.
For O=C1CN=C(c2ccccc2F)c2cc(Cl)ccc2N1 the results were Kir21 inh 0.03 and CHT inh inactive.
Screening Cc1onc(-c2c(Cl)cccc2Cl)c1C(=O)Nc1ccc2c(C(F)(F)F)cc(=O)oc2c1 returned Kir21 inh 0.56 and CHT inh inactive.
Screening CN1C(=O)C(=Cc2cc([N+](=O)[O-])ccc2N2CCCCC2)C(=O)N(C)C1=O returned Kir21 inh 0.67 and CHT inh inactive.
`O=P(Nc1ccccc1)(Nc1ccccc1)Oc1ccc(Cl)cc1` gave Kir21 inh -0.51 and CHT inh inactive.
`CCCCn1c(=O)c(C(=O)NCc2ccccc2OC)c(O)c2ccccc21` gave Kir21 inh 0.93 and CHT inh inactive.
O=C(CN1CCCCC1)Nc1ccc(Br)cc1C(=O)c1ccccc1Cl was read as Kir21 inh 0.85 and CHT inh inactive.
For CN1CC(C(=O)c2ccc(Cl)cc2)C(c2ccccc2F)C1 (stereo unspecified) the results were Kir21 inh -1.71 and CHT inh inactive.
O=c1[nH]c(=O)n(C2CCCCC2)c(O)c1/C=N/N1CCCCC1c1cccnc1 (stereo unspecified) was read as Kir21 inh 1.25 and CHT inh inactive.

By substructure: the compounds so far with a furan ring, fused or not.
`C[C@@H]1C2C[C@@]34COC(=O)C3=CC=C[C@H]4[C@@]13C[C@H](c1ccoc1)O[C@@H]3O2` gave CHT inh inactive.
Screening Nc1c(C(=O)NCc2ccco2)c2nc3ccccc3nc2n1CCN1CCCCC1 returned Kir21 inh -1.41 and CHT inh inactive.

(continued)
For CC12CN3CN(C1)CC(C)(C3)C2=NO the results were Kir21 inh 0.93 and CHT inh inactive.
For C=CCn1c(O)c(C(C)=Nc2ccc3c(c2)CCC3)c(=O)[nH]c1=O the results were Kir21 inh -0.7 and CHT inh inactive.
`Cc1ccc(CN(Cc2ccccc2)C(=S)NCC(=O)N2CCC3(CC2)OCCO3)o1` gave Kir21 inh 2.36 and CHT inh inactive.
`O=C(N/N=C/c1c(O)n(-c2ccccc2)c(=O)[nH]c1=O)c1ccncc1` gave Kir21 inh 0 and CHT inh inactive.
`CC1CCCCC1NC1CCN(C)CC1` (stereo unspecified) gave Kir21 inh -0.52 and CHT inh inactive.
For O=C(c1cc2cc3ccc(Cl)cc3nc2o1)N1CCC2(CC1)OCCO2 the results were Kir21 inh 0.38 and CHT inh inactive.
For COc1ccc(N/N=C/c2c(O)n(-c3ccc(C)c(C)c3)c(=O)[nH]c2=O)cc1 the results were Kir21 inh 1.4 and CHT inh inactive.
`O=C1CCCN1c1ccc(S(=O)(=O)O)cc1` (tested in a mixture with another compound) gave Kir21 inh -1.83 and CHT inh inactive.
Screening CCC(=O)O[C@@H]1[C@@H](OC(C)=O)[C@@]2(O)C(C[C@H](O)C2(C)C)[C@](C)(O)[C@H]2CC[C@@H]3[C@@H](O)[C@]12C[C@@]3(C)O (stereo partly specified) returned Kir21 inh -1.23 and CHT inh inactive.
Screening Cc1ccc(C(C)C)c(OCC(=O)N2CCN(Cc3nc4cc([N+](=O)[O-])ccc4n3C)CC2)c1 returned Kir21 inh 1.4 and CHT inh inactive.
`CCCCC(=O)N/N=C/c1c(O)n(CCC2=CCCCC2)c(=O)[nH]c1=O` gave Kir21 inh 3.24 and CHT inh inactive.
For CCOC(=O)c1c(C)n(Cc2ccc3c(c2)OCO3)c2ccc(O)cc12 the results were Kir21 inh -0.79 and CHT inh inactive.
Screening C[N+]1(C)C2CC[C@H]1CC(OC(=O)C(CO)c1ccccc1)C2 (stereo partly specified) returned CHT inh inactive.
For N#CC1(c2ccccc2)CCN(C2CC(=O)N(c3cccc(F)c3)C2=O)CC1 (stereo unspecified) the results were Kir21 inh 0.03 and CHT inh inactive.
Cc1cc(C)c(C(=O)N2CCC3(CC2)OCCO3)c(C)c1 was read as Kir21 inh 0.86 and CHT inh inactive.
Clc1cccc(Cl)c1CN1CCN(c2ccccc2)CC1 was read as Kir21 inh 0.53 and CHT inh inactive.
CCOc1cccc(CNC2CN3CCC2CC3)c1 (stereo unspecified) was read as Kir21 inh -0.28 and CHT inh inactive.
For CSc1ccc(C(c2c(O)c3ccccc3oc2=O)c2c(C)n(C)n(-c3ccccc3)c2=O)cc1 (stereo unspecified) the results were Kir21 inh -0.58 and CHT inh inactive.
`O=C(c1ccc(Cl)cc1)C1CCCN(Cc2ccc3c(c2)OCCO3)C1` (stereo unspecified) gave Kir21 inh -1.45 and CHT inh inactive.
`Cc1ccc2c(c1)C1CN(C)CCC1N2C(=O)COc1ccc(S(=O)(=O)N2CCOCC2)cc1` (stereo unspecified) gave Kir21 inh 0.3 and CHT inh inactive.

Continued, overlapping the part above by five compounds.
Clc1cccc(Cl)c1CN1CCN(c2ccccc2)CC1 was read as Kir21 inh 0.53 and CHT inh inactive.
CCOc1cccc(CNC2CN3CCC2CC3)c1 (stereo unspecified) was read as Kir21 inh -0.28 and CHT inh inactive.
For CSc1ccc(C(c2c(O)c3ccccc3oc2=O)c2c(C)n(C)n(-c3ccccc3)c2=O)cc1 (stereo unspecified) the results were Kir21 inh -0.58 and CHT inh inactive.
`O=C(c1ccc(Cl)cc1)C1CCCN(Cc2ccc3c(c2)OCCO3)C1` (stereo unspecified) gave Kir21 inh -1.45 and CHT inh inactive.
`Cc1ccc2c(c1)C1CN(C)CCC1N2C(=O)COc1ccc(S(=O)(=O)N2CCOCC2)cc1` (stereo unspecified) gave Kir21 inh 0.3 and CHT inh inactive.
O=C(c1ccc2c(=O)n(Cc3ccc4c(c3)OCO4)c(=S)[nH]c2c1)N1CCC2(CC1)OCCO2 was read as Kir21 inh 0.34 and CHT inh inactive.
CN1CCN(Cc2cn3cccnc3n2)CC1 was read as Kir21 inh 0.76 and CHT inh inactive.
Screening CCC(=O)c1cn(Cc2ccc(C#N)cc2)c2ccccc12 returned Kir21 inh -1.27 and CHT inh inactive.
`CC(=O)c1cn(Cc2ccccc2F)c2ccccc12` gave Kir21 inh 2.12.
For Cn1c(O)c(C=NCCN2CCN(C(=O)c3ccccc3)CC2)c(=O)n(C)c1=O the results were Kir21 inh 0.04 and CHT inh inactive.
Screening CCC(C)C1(CC)C(=O)NC(=O)N=C1N (stereo unspecified) returned Kir21 inh -0.61 and CHT inh inactive.
Screening CCc1nc2ccccc2c(=O)n1-c1ccccc1[N+](=O)[O-] returned Kir21 inh 2.18 and CHT inh inactive.
Screening O=c1ccc2cc(OC3O[C@H](CO)[C@@H](O)[C@H](O)[C@H]3O)c(O)cc2o1 (stereo partly specified) returned CHT inh inactive.
`O=c1[nH]c(=O)n(CCC2=CCCCC2)c(O)c1/C=N/Nc1ccccc1` gave Kir21 inh -0.05 and CHT inh inactive.
`CCCCC(=O)C1C(=O)NC(=O)NC1=O` gave Kir21 inh 0.54 and CHT inh inactive.
`Fc1ccc(Cn2nnnc2CN2CCC(n3nnc4cc(C(F)(F)F)ccc43)CC2)cc1` gave Kir21 inh -0.01 and CHT inh inactive.
For Clc1ccc(C(OCCN2CCCCC2)c2ccccc2)cc1 (stereo unspecified) the results were CHT inh inactive.
For N=C1c2ccccc2CN1c1cccc([N+](=O)[O-])c1 the results were Kir21 inh -1.53 and CHT inh inactive.
CCN1CCN(C(=O)Cc2coc3ccc4ccccc4c23)CC1 was read as Kir21 inh -0.72 and CHT inh inactive.
O=C1Nc2cc(C(=O)N3CCC4(CC3)OCCO4)ccc2NC1CSCc1cccc(F)c1 (stereo unspecified) was read as Kir21 inh -1.3 and CHT inh inactive.
COc1cccc(CN2CCN(Cc3cccc(F)c3)CC2)c1 was read as Kir21 inh -0.67 and CHT inh inactive.
CCN(CC)C(=O)c1ccc(NC(=O)c2ccc(-c3nn(C)c(=O)c4ccccc34)cc2)cc1 was read as Kir21 inh 0.05 and CHT inh inactive.
For COc1ccc(CNCCc2cccc(F)c2)c2ccccc12 the results were Kir21 inh -18.2* and CHT inh -7.24*.
For CCN1CCN(c2nc3c(c(=O)[nH]2)CCCC3)CC1 the results were Kir21 inh -0.69 and CHT inh inactive.
`CCC(C)N1CCN(C(=O)Cc2ccccc2)CC1` (stereo unspecified) gave Kir21 inh -1.44 and CHT inh inactive.
`O=[N+]([O-])c1ccc(N2CCCC(C(F)(F)F)C2)c2ccncc12` (stereo unspecified) gave Kir21 inh -0.05 and CHT inh inactive.
Screening CC(C)C(C)(NC(=O)c1cccn(Cc2ccc3c(c2)OC(F)(F)O3)c1=O)C(N)=O (stereo unspecified) returned Kir21 inh 0.4 and CHT inh inactive.
Screening O=C(c1ccc2c(c1)ncn2-c1ccc(F)cc1F)N1CCC2(CC1)OCCO2 returned Kir21 inh 0.44 and CHT inh inactive.
CCOc1cc2c(cc1OCC)-n1cccc1C(c1ccc(C)cc1C)NC2 (stereo unspecified) was read as Kir21 inh -0.33 and CHT inh inactive.
COc1ccc(OC)c(N2C(=O)NC(=O)C3(Cc4cc(C)ccc4N(C)C3)C2=O)c1 (stereo unspecified) was read as Kir21 inh -0.02 and CHT inh inactive.
COc1ccc(-n2c(O)c(C=NCc3ccc4c(c3)OCO4)c(=O)[nH]c2=O)cc1 was read as Kir21 inh -0.62 and CHT inh inactive.
`O=C(CN1CCCC1=O)N1CCOCC1` gave Kir21 inh 1.84 and CHT inh inactive.
For CCC(=NCCC(c1ccccc1)c1ccccc1)c1c(O)[nH]c(=O)[nH]c1=O the results were Kir21 inh -0.37 and CHT inh inactive.
COCCCn1c(-c2ccc(OC)cc2)cc(C(=O)NC2CCCCCCC2)c1C was read as Kir21 inh -1.06 and CHT inh inactive.
Screening OC(c1ccccc1)(c1ccccc1)C1CCCN1 (stereo unspecified) returned Kir21 inh -0.67 and CHT inh inactive.

In the list so far, these have an aryl thioether with sulfur outside any ring.
`CCCSc1nc(O)c(CC)c(=O)n1C(C)CC` (stereo unspecified) gave Kir21 inh -1.04 and CHT inh inactive.
For CSc1ccc(C(c2c(O)c3ccccc3oc2=O)c2c(C)n(C)n(-c3ccccc3)c2=O)cc1 (stereo unspecified) the results were Kir21 inh -0.58 and CHT inh inactive.

Screening data as filed in PubChem.

The list is partial (hit frequency here may not be typical).
